Screens as filed in PubChem BioAssay.
CHRM4 antagonist: CHRM4 antagonism in calcium assay | P08173 | CHO-hM4 cells, ACh EC80, Fluo-8 calcium fluorescence | inhibition, % at 3 µM | 360,000 tested, 0.73% active | AID 624125;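 active means inhibition above its plate's cutoff, the mean inhibition of sample wells plus 3 SD, cut at about 27% in these data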;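 further: 0% = acetylcholine EC80 with DMSO and 100% = DMSO without agonist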
Target sequence (P08173 whole entry, looked up): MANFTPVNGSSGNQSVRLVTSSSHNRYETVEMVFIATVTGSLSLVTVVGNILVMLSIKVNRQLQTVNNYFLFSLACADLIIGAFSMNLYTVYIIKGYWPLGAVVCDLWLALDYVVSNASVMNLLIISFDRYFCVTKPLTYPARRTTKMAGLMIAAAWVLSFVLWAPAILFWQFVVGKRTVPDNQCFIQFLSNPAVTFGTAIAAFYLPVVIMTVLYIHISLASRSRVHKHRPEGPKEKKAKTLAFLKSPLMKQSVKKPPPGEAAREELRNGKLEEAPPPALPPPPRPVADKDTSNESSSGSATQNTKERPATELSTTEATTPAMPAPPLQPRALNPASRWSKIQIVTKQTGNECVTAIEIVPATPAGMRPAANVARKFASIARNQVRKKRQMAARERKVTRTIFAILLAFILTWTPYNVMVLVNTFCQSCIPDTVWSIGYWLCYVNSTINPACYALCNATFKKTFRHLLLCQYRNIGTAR
CHO-K1 Ca ag: M1 agonist counterscreen hit in parental CHO-K1 cells. Fluo-8 calcium fluorescence; scaled to maximal ATP response, vehicle zero. activation, % at 3 µM. 360,000 tested, 0.48% active; in the data active means activation above about 15%;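 further: untransfected CHO-K1 host cells lacking M1 receptor as counterscreen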
CHRM1 agonist: activates human CHRM1 receptor. activation, % at 3 µM. 360,000 tested, 0.33% active. AID 588814. P11229. CHO-K1 hM1, Fluo-8 calcium fluorescence, agonist mode; 0% DMSO, 100% acetylcholine EC100;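 active means activation above the run's mean compound activation plus 3 SD, cut at about 16% in these data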;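 further: peak over basal fluorescence ratio within a 140 s kinetic read after compound addition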
CHO parental Ca: counter-screen for OX1R antagonists: effect in parental CHO cells; parental CHO-K1, ATP-induced calcium, Fluo-8 fluorescence; inhibition, % at 5.6 µM; 330,000 tested, 0.63% active; AID 463079;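 active means inhibition above that plate's mean sample inhibition plus 3 SD, cut at about 26% in these data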;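 further: 0% = ATP-challenged DMSO wells and 100% = DMSO wells without ATP; some compounds past the cut are filed as inactive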
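Material – parental CHO cells · Reagent – ATP stimulus · Compound – single nominal dose of 5.6 µM per compound · Detection – Fluo-8 fluorescence · Read-out basis – percent inhibition of calcium signal · Controls – ATP-challenged DMSO wells low, unchallenged DMSO wells high · Repeats – no replicates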
M1 antag: blocks human M1 muscarinic receptor. 360,000 tested, 1.3% active. AID 588852. inhibition, % at 3 µM. P11229. CHO-K1 hM1, Fluo-8 calcium fluorescence, ACh EC80 antagonist;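 active means percent inhibition above its own plate's cutoff, namely the mean of that plate's compound wells plus 3 SD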;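 further: peak over basal fluorescence ratio during 140 s after agonist addition; 0% = ACh EC80 plus DMSO and 100% = DMSO alone without agonist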
CHRM4 agonist: agonists of human muscarinic M4 receptor (CHRM4); P08173; CHO-K1 hM4/Gqi5, Fluo-8 calcium fluorescence; vehicle 0%, full acetylcholine response 100%; activation, % at 3 µM; 360,000 tested, 0.14% active; AID 624127;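 active means activation above the run mean over all test wells plus 3 SD, cut at about 32% in these data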;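 further: peak over basal fluorescence ratio per well then scaled between controls; 0% = DMSO wells and 100% = acetylcholine at EC100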
OXTR potentiate: potentiates the human oxytocin receptor response; activation, % at 3 µM; CHO-OTR cells, Fluo-8 calcium fluorescence, potentiator mode; 0% = oxytocin EC15, 100% = EC100; 320,000 tested, 0.061% active; P30559;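 active means activation above that plate's cutoff, the mean activation of tested compounds plus 3 SD, cut at about 6.6% in these data, passing the limit was not always enough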;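 further: 100% uses oxytocin at 75 nM as the full agonist control; some results filed as inactive read as strong as hits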
Target sequence (P30559 whole entry, looked up): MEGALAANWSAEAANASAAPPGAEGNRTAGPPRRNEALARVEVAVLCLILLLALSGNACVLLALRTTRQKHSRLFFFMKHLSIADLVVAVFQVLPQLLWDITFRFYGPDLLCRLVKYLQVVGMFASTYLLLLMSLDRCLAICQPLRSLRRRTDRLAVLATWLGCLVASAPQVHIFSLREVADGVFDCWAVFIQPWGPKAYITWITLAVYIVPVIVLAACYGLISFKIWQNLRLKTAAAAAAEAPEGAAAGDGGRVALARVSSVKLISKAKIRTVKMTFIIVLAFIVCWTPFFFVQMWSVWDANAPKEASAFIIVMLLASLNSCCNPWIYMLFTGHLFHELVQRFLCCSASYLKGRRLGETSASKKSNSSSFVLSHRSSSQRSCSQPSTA
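Measured by – Fluo-8 calcium dye fluorescence · Test system – human OTR in CHO cells · Dosing – one concentration, 3.0 µM compound · Controls – EC15 oxytocin alone as 0%, 75 nM oxytocin as 100% · Evaluation – normalized max/min fluorescence ratio, % activation · Timing – 6 min pre-incubation, 100 s read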
CHO-K1 Ca antag: nonselective inhibitor or artifact in parental CHO-K1 cells; inhibition, % at 3 µM; 360,000 tested, 0.6% active; ATP-induced calcium, Fluo-8 fluorescence;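 active means inhibition above a per-plate cutoff, the plate's mean sample inhibition plus 3 SD, cut at about 24% in these data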;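 further: 0% = DMSO plus EC80 ATP and 100% = DMSO alone without ATP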
CHRM1 PAM: human CHRM1 positive allosteric modulation; CHO-K1 hM1, Fluo-8 calcium fluorescence, ACh EC20; 0% = ACh EC20, 100% = maximal ACh; 360,000 tested, 0.088% active; P11229; activation, % at 3 µM; in the data active means activation above about 19%, passing the limit was not always enough
Starred values were filed as active, the others as inactive; / = not tested or not shown.

smiles	CHRM4 antagonist	CHO-K1 Ca ag	CHRM1 agonist	CHO parental Ca	M1 antag	CHRM4 agonist	OXTR potentiate	CHO-K1 Ca antag	CHRM1 PAM
CCOc1cccc2cc(C(=O)NCc3ccc(C)cc3)c(=N)oc12	-1	0.9	-3	1	9	0	-6	-14	3
CCC(C)Sc1cccc(-c2nc3cnccn3c2NC2CCCCC2)c1 (stereo not given)	26*	-1.1	-7	-19	2	-2	-2	-10	-4
CSCCC1NC(=O)N(CC(=O)Nc2cccc(S(=O)(=O)N3CCCCCC3)c2)C1=O (stereo not given)	-15	1.1	-3	-17	-6	3	-7	-8	2
COC(=O)[C@]1(C)CCC[C@@]2(C)C3CC[C@@]4(C)C[C@]3(CCC21)CC4=NO (stereo not given in full)	9	-0.1	-5	-19	2	-1	1	-8	1
COCCNC(=O)CCSCc1ccccc1F	4	0.4	-3	2	-2	0	-8	-22	4
CCOc1ccc(OCC)c(C2C(C#N)=C(N)N(c3cccnc3)C3=C2C(=O)CC(C)(C)C3)c1 (stereo not given)	5	-0.3	-1	-15	-5	0	-8	-2	6
CCOc1ccc(C(=O)NCC(=O)OC2CCOC2=O)cc1OCC (stereo not given)	-18	0.4	-4	5	-2	2	-6	-4	3
COc1cc(-c2nnc(COC(=O)C3c4ccccc4Oc4ccccc43)o2)cc(OC)c1OC	-4	3.9	0	-13	2	9	-9	-15	-2
CCCCOCCCNC(=O)C[C@@H]1C[C@@]2(C(=O)OCC)CCCC=C2N(Cc2ccco2)C1=O	-10	-0.4	/	/	/	0	/	-5	/
CCCS(=O)(=O)c1ncc(Cl)c(C(=O)Nc2ccc(S(=O)(=O)Nc3ncccn3)cc2)n1	-5	-0.2	0	-2	-16	0	-11	-13	11
CC(=O)Nc1ccc(NC(=O)c2cc(S(=O)(=O)N3CCCCC3)ccc2N2CCOCC2)cc1	2	0.3	-6	/	-7	0	/	-11	12
CNc1ccc2ncc(-c3ccccc3NC(C)=O)n2n1	-4	0.4	-3	/	-6	1	/	-6	4
COc1ccccc1C(=O)NCCC(=O)N1CCN(c2ccccc2O)CC1	4	0.2	-3	-18	-12	-1	-1	6	11
COc1ccc(S(=O)(=O)N2CCOCC2)cc1OC	-10	0.1	-6	0	-10	1	7	-3	0
Cc1cc(C(=O)COC(=O)Cc2n[nH]c(=O)c3ccccc23)c(C)n1-c1cccc(C(F)(F)F)c1	-2	4.0	-7	-14	8	3	-5	3	-18
CCOc1ccc2nc3sc(C(=O)N4CCN(C)CC4)c(N)c3cc2c1	-7	0.2	-3	-23	-15	1	-16	-8	10
CN(C)S(=O)(=O)c1ccc(NS(=O)(=O)/C=C/c2ccccc2)cc1	0	0.1	-3	-12	-12	1	-14	-5	7
O=C(NCCCNC(=O)c1ccco1)c1ccco1	7	0.4	1	3	-34	0	-9	3	7
CSC1=NC(C)(C)C=C(/C=C/c2c(Cl)cccc2Cl)N1	-8	0.1	-4	-14	-6	1	6	0	12
CCOC(=O)C1=C(C)N=C2SCCC(=O)N2[C@@H]1c1cccs1	-1	1.2	-6	-19	-6	2	6	-18	5
O=C(CCS(=O)(=O)Cc1ccccc1)NCc1ccco1	9	0.6	-5	-4	-18	1	1	-17	6
Cn1cnnc1SCc1ccccc1[N+](=O)[O-]	-4	1.4	-6	-9	-3	0	-8	-4	6
CN1CCN(C(=O)c2ccc(CS(=O)(=O)c3c(Cl)cccc3Cl)o2)CC1	14	0.8	-8	-9	10	0	4	-9	-5
CCc1sc(-c2ccccc2)nc1C(=O)OC	-8	0.7	-1	-9	2	0	-1	5	-3
CC1=NN(C(=O)CSCc2ccccc2)C(O)(c2ccc(F)cc2)C1 (stereo not given)	-9	0.0	-4	-15	0	1	-1	23	3
Nc1nc2ccccc2n1/N=C/c1ccc2c(c1)OCO2	-1	0.3	2	-27	-4	1	-2	-2	9
C[C@H](CO)N1C[C@H](C)[C@@H](CN(C)Cc2ccc(Cl)c(Cl)c2)Oc2c(NC(=O)Cc3ccccc3)cccc2C1=O	31*	0.1	9	22	1	21	-7	3	16
COc1ccc(-c2nc3ccc(C(=O)NCCCN4CCOCC4)cc3nc2-c2ccc(OC)cc2)cc1	1	0.5	-5	-1	9	0	-13	-7	-9
COc1cc(C=NNC(=O)c2ccccc2-n2cccc2)ccc1O	-14	0.4	-1	-6	-15	2	-6	-13	20
Cc1cc(-c2ccccc2)c(C#N)c(SCC(N)=O)n1	1	0.5	-2	2	-5	1	-13	-12	2
O=S(=O)(c1ccc2c(c1)OCCO2)N1CCC(c2nc3ccc(Cl)cc3[nH]2)CC1	1	2.3	12	-15	0	15	-11	-6	6
CCC(OC(=O)c1nsc(Cl)c1Cl)C(=O)NCCOC (stereo not given)	-12	0.4	-2	-1	-11	1	-9	0	3
CC(C)CNC(=O)c1cc([N+](=O)[O-])ccc1N1CCOCC1	-4	0.5	-6	-8	-8	1	3	-8	12
O=c1cc(CO)oc2ccccc12	-3	-0.3	-5	-4	9	1	0	7	-5
CC(=O)N1CCN(C(=O)c2cccc(S(=O)(=O)N3CCN(c4ccc(F)cc4)CC3)c2)CC1	-4	0.4	-4	-8	-20	2	-1	2	3
NC(=O)N/N=C/c1c(F)c(F)c(F)c(F)c1F	-7	-0.4	-5	-24	-3	1	-5	-1	7
NC(CCc1ccccc1)c1csc(Nc2ccc(C(F)(F)F)cn2)n1 (stereo not given)	-2	1.1	4	/	-4	14	/	-5	9
N#C/C(=C\c1cn(-c2ccccc2)nc1-c1ccccc1)S(=O)(=O)c1ccccc1	-2	0.4	-4	-8	-4	0	-6	-2	5
COc1cccc(NC(=O)CSc2ccc(-c3ccco3)nn2)c1	5	3.4	-1	1	-4	3	-9	-9	4
COc1cccc(C(=O)NCC(c2cccnc2)N2CCN(c3ccccc3OC)CC2)c1 (stereo not given)	-5	1.1	-4	-14	-9	7	-3	-4	3
CCOc1ccc(S(=O)(=O)NCc2ccc3c(c2)OCO3)cc1	-8	0.9	4	5	-16	4	-14	-9	20
Cc1cc(C(=O)CN2C(=O)C(=O)N(Cc3ccccc3)C2=O)c(C)n1CC1COc2ccccc2O1 (stereo not given)	0	1.3	-5	20	3	4	-10	14	-1
O=c1[nH]c(=O)n(-c2ccccc2)c2c1C(C(F)(F)F)(C(F)(F)F)N=C(CCC1CCCCC1)N2	7	0.8	2	-23	-4	0	-5	-8	8
COc1cc2ccccc2cc1C(=O)NCc1ccncc1	3	1.8	-4	-7	-9	1	7	-5	6
CCCS(=O)(=O)N1CCC(C(=O)NCc2ccc3c(c2)OCO3)CC1	9	0.3	-2	-5	-6	2	-8	-16	4
Cc1ccc(NC(=O)c2cc(N(C)C)ccc2[P+](=O)O)cc1	-6	0.1	-5	-8	-9	1	-6	-21	7
Cc1cccc(-n2nnnc2-c2cnccc2C(F)(F)F)c1C	2	3.9	-5	-14	5	16	-9	0	-4
NC(=O)Nn1c(CCC(=O)O)ccc1-c1ccc(Br)cc1	3	0.5	-4	-3	-7	1	2	-4	4
CCN(CC)S(=O)(=O)c1cc(C(=O)Nc2cc(C)on2)ccc1Cl	11	1.3	2	-19	3	3	3	1	14
Cc1ccn(CCC(=O)N2CCCC(CCC(=O)NCc3ccc(F)c(F)c3)C2)n1 (stereo not given)	-11	1.0	-12	2	-7	0	-3	-12	11

Going on with the list:
smiles	CHRM4 antagonist	CHO-K1 Ca ag	CHRM1 agonist	CHO parental Ca	M1 antag	CHRM4 agonist	OXTR potentiate	CHO-K1 Ca antag	CHRM1 PAM
CCOc1ccc(N(CC(=O)NCc2ccccc2Cl)S(=O)(=O)c2c(C)[nH]c(=O)[nH]c2=O)cc1	2	9.0	-3	-8	-4	0	-14	-9	5
CCOc1ncccc1C(=O)NCc1cccc(OC)c1	0	0.5	-8	-2	1	1	0	-2	0
COc1ccc(CCNC(=O)CSc2ncc(C(=O)Nc3ccccc3)c(=O)n2C)cc1	-8	0.4	-1	-14	-5	1	5	2	7
Cn1nc(C(=O)NCCc2ccc(Cl)cc2)c2c1-c1ccccc1S(=O)(=O)C2	5	7.5	-1	-5	12	23	-7	-9	-7
CC(C)c1ccc(-c2cc(C(=O)N3N=C(C(F)F)CC3(O)C(F)F)c3ccccc3n2)cc1 (stereo not given)	15	0.5	-3	-9	9	0	-5	20	-8
O=c1oc2cc(OCCO)ccc2c2c1CCCC2	-3	1.2	1	3	-17	2	3	-7	10
O=C(Cn1cnc2ccccc2c1=O)Nc1cccc(-c2nnc3n2CCCCC3)c1	4	0.8	-5	-11	5	-1	-1	0	-3
Cc1c(CN(C)C(=O)c2sc3cc(Cl)ccc3c2Cl)cnn1C	8	7.5	1	14	9	9	-23	1	-5
COc1ccc2c(c1)N(C[C@H](C)CN(C)C)c1ccccc1S2	54*	1.1	-7	/	99*	9	/	-3	-27
COC(=O)CN1C(=O)NC2(CCCc3ccccc32)C1=O (stereo not given)	4	0.8	-3	9	-9	2	-10	-3	3
CC(=O)c1c(C)nc(-c2ccc(Cl)cc2)nc1NC(=O)C(C)C	5	0.5	-4	-2	-5	4	-8	-2	2
